Compound activity from PubChem BioAssay.
NTMT1 inh – NTMT1 methyltransferase inhibition | Q9BV86 | NTMT1 MTase-Glo SAH luminescence, purified enzyme | Potency, µM (highest dose often 114 µM), without a hit: top-dose activity change, negative = inhibition, usual class: inhibitors | 59,000 tested, 2.5% active | AID 1645870;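 also: potency is read from the fitted curve at half-maximal effect; plate controls were DMSO vehicle for no effect and no enzyme for full effect; nearly all actives have a fitted effect of over 65% in size; many of its hits are not listed in these tables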
Target sequence (Q9BV86 whole entry, looked up): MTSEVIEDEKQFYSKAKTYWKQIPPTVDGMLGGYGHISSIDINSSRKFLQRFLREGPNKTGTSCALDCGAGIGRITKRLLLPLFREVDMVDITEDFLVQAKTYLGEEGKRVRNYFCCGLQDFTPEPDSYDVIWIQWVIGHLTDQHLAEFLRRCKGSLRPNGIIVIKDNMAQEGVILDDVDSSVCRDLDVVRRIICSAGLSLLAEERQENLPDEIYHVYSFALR
B2AR arrestin ag – agonists recruiting beta-arrestin to human beta2-adrenergic receptor; P07550; HTLA Tango cells, beta-arrestin recruitment, luciferase luminescence, 18 h; Potency, µM (series often up to 46.1 µM), inactives show at the top dose activation, most hits filed as activators; 44,000 tested, under 10 active;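 also: potency is read from the fitted curve at half-maximal effect; 0% = DMSO and full agonism = EC100 isoproterenol or metaproterenol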
Target sequence (P07550 whole entry, looked up): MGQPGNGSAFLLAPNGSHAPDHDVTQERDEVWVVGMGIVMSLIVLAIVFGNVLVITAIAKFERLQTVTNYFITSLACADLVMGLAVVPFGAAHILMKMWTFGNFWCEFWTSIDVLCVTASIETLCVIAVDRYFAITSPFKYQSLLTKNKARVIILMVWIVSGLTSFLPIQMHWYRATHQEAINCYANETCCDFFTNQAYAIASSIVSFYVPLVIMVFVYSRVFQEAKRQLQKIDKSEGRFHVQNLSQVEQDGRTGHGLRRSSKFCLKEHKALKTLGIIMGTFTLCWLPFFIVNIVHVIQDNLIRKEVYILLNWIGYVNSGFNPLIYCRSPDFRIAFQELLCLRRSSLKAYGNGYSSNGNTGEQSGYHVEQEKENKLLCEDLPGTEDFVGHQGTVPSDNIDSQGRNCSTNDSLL
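Tango cells expressing recombinant beta2-AR and beta-arrestin were treated with compounds (up to 46 microM titration) in DMEM with 1% FBS for 18 hr at 37 degrees C. Beta-arrestin recruitment drove tTA-dependent luciferase, read by luminescence; curves were fitted and classed.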
PTAP-TSG101 blk – blocks PTAP binding to human TSG101, validation | Q99816 | Fluorescence polarization, FITC-PTAP peptide/Tsg101, 20 min | Potency, µM (doses to about 115 µM), inactives show at the top dose activity change, negative = inhibition, hits mostly inhibitors | 44,000 tested, under 10 active; also: potency is read from the fitted curve at half-maximal effect; 0% is about no effect
Target sequence (Q99816 whole entry, looked up): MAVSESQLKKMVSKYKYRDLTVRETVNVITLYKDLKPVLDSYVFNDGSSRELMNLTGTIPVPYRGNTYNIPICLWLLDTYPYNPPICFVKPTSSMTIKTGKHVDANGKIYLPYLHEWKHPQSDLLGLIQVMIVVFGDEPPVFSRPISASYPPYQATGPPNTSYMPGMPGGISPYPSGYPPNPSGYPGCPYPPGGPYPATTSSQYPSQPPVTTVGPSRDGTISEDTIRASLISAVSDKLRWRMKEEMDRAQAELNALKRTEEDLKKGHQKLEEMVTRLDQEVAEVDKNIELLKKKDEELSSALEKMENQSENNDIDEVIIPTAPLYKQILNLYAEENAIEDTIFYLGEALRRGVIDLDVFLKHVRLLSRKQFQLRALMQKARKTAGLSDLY
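The Tsg101 binding domain, at 10 uM final, is mixed with compound and a FITC peptide bearing the PTAP motif (50 nM final). After 20 min at r.t., polarization is measured; actives defined by CRC class, efficacy cut-off 60% inhibition.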
p53null 39C kill – p53 null cell cytotoxicity, nonpermissive temperature. H1299 p53-null (neo) cells, 39C, ATPlite viability, 24 h. Potency, µM (series often up to 46.1 µM), for the others: at the top dose activity, negative = cell killing, usual class: cytotoxic. 55,000 tested, 0.97% active. AID 904;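 also: potency is read from the fitted curve at half-maximal effect; 0% = DMSO only and -100% = full killing by 100 µM tamoxifen; nearly all actives have a fitted effect of over 50% in size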
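Concentration-response (up to 46 uM) was run for 24 h at the nonpermissive 39C on H1299-p53A138V or H1299-neo cells. ATP content was measured with ATPlite luminescence. AC50 values were Hill-modeled after normalizing between DMSO and 100 uM tamoxifen killing.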
GALK inhibitor – inhibitors of human galactokinase (GALK) | P51570 | recombinant GALK, Kinase-Glo ATP luminescence, 1 h | Potency, µM (doses to about 57.5 µM), inactives show at the highest dose activity, negative = inhibition, hits mostly inhibitors | 44,000 tested, under 10 active | AID 1347072;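 also: plate controls were full GALK reaction for no effect and reaction lacking GALK for full effect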
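5 nM GALK with 35 µM ATP and 100 µM galactose in HEPES pH 8.0, MgCl2, NaCl, DTT, BSA; 1 h RT reaction, remaining ATP detected by Kinase-Glo Plus luminescence after 10 min; qHTS concentration series.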
p53null 32C kill – selectivity test: cytotoxicity in p53 null cells, permissive temperature; H1299-neo p53 null cells, ATP luminescence, 24 h, 32C; Potency, µM (doses to about 46.1 µM), for inactives: at the highest dose activity change, negative = cytotoxicity, most hits filed as cytotoxic; 55,000 tested, 0.62% active;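 also: potency is read from the fitted curve at half-maximal effect; 0% = DMSO only and -100% = full killing by 100 µM tamoxifen; nearly all actives have a fitted effect of over 55% in size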
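H1299-neo (p53 null) cells, 600/well, treated 24 h at 32C with compound up to 46 uM; ATPlite luminescence viability, normalized to DMSO and 100 uM tamoxifen; AC50 by Hill fit.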
FH mod – Identification of activators of human fumarate hydratase by quantitative high-throughput screening; FH coupled MDH/diaphorase resazurin fluorescence, 15 min; Potency, µM (top dose mostly 79.9 µM), inactives show top-dose activity change, negative = inhibition, most hits filed as inhibitors; 54,000 tested, 0.22% active; AID 1347055, 2019; also: potency is read from the fitted curve at half-maximal effect; % is scaled to controls: 0 for no effect and ±100 for the full control effect; the screen sought activators but most active calls are inhibition curves; nearly all actives have a fitted effect of over 45% in size
The depositor's hits bear a star; ? = inconclusive; nt = no result given; [ ] = dose if it differs, or a comment. Calls follow the shape of the dose curve; as a rule, active = well fitted curve in the direction sought with a large enough effect; inconclusive = small, poorly fitted or top-dose-only effect, or another doubt; inactive = no such curve, though single readings can be large; an effect the other way counts as inactive or inconclusive.

canonical_smiles	NTMT1 inh	B2AR arrestin ag	PTAP-TSG101 blk	p53null 39C kill	GALK inhibitor	p53null 32C kill	FH mod
O=C(c1ccc(Nc2nc3ccccc3n3nnnc23)cc1)N1CCN(c2cccc(C(F)(F)F)c2)CC1	21%	1%	1%	-16%	2%	-4%	-3%
O=C(NCCc1ccc(Cl)cc1)c1ccc(Nc2nc3ccccc3n3nnnc23)cc1	-1%	-2%	1%	-16%	2%	-24%	1%
COc1ccc(S(=O)(=O)N2CCN(c3cccc(C)c3C)CC2)c2ccccc12	0%	0%	-6%	-14%	2%	4%	-20%
Cc1ccccc1CSc1nc(-c2cccc(F)c2)nc2c1Cc1c(CO)cnc(C)c1O2	22%	0%	-1%	-14%	6%	6%	-8%
COc1cccc(CNC(=O)c2c(C)oc3nc(C)nc(N4CCOCC4)c23)c1	17%	1%	0%	-6%	0%	6%	-3%
COc1cc(OC)cc(-c2nc3nc(C)c(CCC(=O)Nc4ccc(C)cc4C)c(C)n3n2)c1	0%	1%	-5%	-20%	9%	1%	-14%
CSc1ncc(C(=O)N2CCN(c3cccc(C(F)(F)F)c3)CC2)c(C)n1	18%	0%	5%	-11%	0%	-9%	-3%
Cc1ccc(N2C(=O)CS(=O)(=O)C23C(=O)N(Cc2ccc(Cl)cc2)c2ccccc23)cc1C (configuration not stated)	2%	0%	-3%	-2%	-1%	5%	-19%
COc1ccccc1N1CCN(S(=O)(=O)c2cc3[nH]c(=O)c(=O)[nH]c3cc2C)CC1	-3%	-1%	-2%	-16%	0%	-4%	-10%
O=C(c1cccc(Cl)c1)N1c2nc(-c3ccco3)nn2C2(CCCCC2)[C@@H]2CCCC[C@@H]21	-3%	-4%	4%	-6%	0%	4%	-3%
COC(=O)c1ccccc1NC(=O)c1sc2nc(C)cc(C)c2c1NC(=O)c1ccccc1OC	8%	1%	0%	11%	0%	15%	5%
CCc1cccc(NC(=O)CCn2nc(C)cc2C)c1	6%	0%	0%	27%	1%	-1%	-1%
Cc1cc(C)n(C(C)CC(=O)NCc2ccccc2C)n1 (configuration not stated)	?	0%	1%	-23%	5%	-3%	-21%
COc1cccc2c1Oc1ncccc1N(C(=O)CCC(=O)NCCC(C)C)C2	-3%	1%	-2%	-1%	1%	-8%	-2%
Cc1ccc(Sc2ccc(N3CCC(C(=O)Nc4cc(C)cc(C)c4)CC3)nn2)cc1	14%	-2%	1%	-23%	0%	?	-1%
COc1ccc2nc3sc(C(=O)N4CCN(c5ccc(F)cc5)CC4)cc3cc2c1	-2%	-2%	2%	-14%	2%	3%	-2%
CCOc1ccccc1NC(=O)CSC1=Nc2ccccc2C2=NC(CC(=O)NCc3ccc4c(c3)OCO4)C(=O)N12 (configuration not stated)	7%	1%	2%	-17%	3%	21%	-42%
CCOC(=O)c1ccccc1NC(=O)CCc1c(C)nc2ncnn2c1C	?	-2%	3%	-2%	8%	7%	-13%
Cc1ccc(-c2nnn3c2nc(NCc2ccc4c(c2)OCO4)c2ccccc23)cc1	-5%	0%	1%	3%	5%	?	4%
Cc1ccc(N(CC(=O)N2CCN(c3ccccc3)CC2)S(=O)(=O)c2c(C)noc2C)cc1	-1%	1%	-1%	-5%	-4%	9%	-13%
COc1ccc(C2=Nc3ccc(F)cc3NC(c3cccc(C(F)(F)F)c3)=N2)cc1	19%	-2%	-3%	-16%	2%	-5%	-5%
COCCNC(=O)CCn1c(=O)c2cc(OC)c(OC)cc2n(CC(=O)Nc2ccc(Cl)cc2F)c1=O	17%	1%	-5%	5%	0%	1%	8%
COc1ccc2c(CNCCc3ccco3)c(C(=O)O)n(Cc3ccccc3)c2c1	25%	3%	7%	0%	3%	-3%	-33%
Cc1oc(-c2cccc(Cl)c2)nc1CSc1nncn2c1cc1occc12	8%	0%	0%	-10%	1%	7%	1%
COc1cc(NS(=O)(=O)c2ccc(NC(=O)c3ccccc3C(=O)O)cc2)nc(OC)n1	6%	0%	1%	5%	-2%	-1%	6%

Some of these compounds in order of SMILES length, highest first.
canonical_smiles	NTMT1 inh	B2AR arrestin ag	PTAP-TSG101 blk	p53null 39C kill	GALK inhibitor	p53null 32C kill	FH mod
COc1ccccc1N1CCN(S(=O)(=O)c2cc3[nH]c(=O)c(=O)[nH]c3cc2C)CC1	-3%	-1%	-2%	-16%	0%	-4%	-10%
Cc1ccccc1CSc1nc(-c2cccc(F)c2)nc2c1Cc1c(CO)cnc(C)c1O2	22%	0%	-1%	-14%	6%	6%	-8%
COc1cccc(CNC(=O)c2c(C)oc3nc(C)nc(N4CCOCC4)c23)c1	17%	1%	0%	-6%	0%	6%	-3%

Continued:
canonical_smiles	NTMT1 inh	B2AR arrestin ag	PTAP-TSG101 blk	p53null 39C kill	GALK inhibitor	p53null 32C kill	FH mod
Cc1ccc(-c2noc(C(C)NS(=O)(=O)c3ccc(C)cc3)n2)cc1 (configuration not stated)	1%	-1%	1%	13%	-1%	13%	-14%
COc1ccc(NC(=O)c2c(NCc3cccc(F)c3)sc3c2CCCC3)c(OC)c1	-9%	-1%	-2%	14%	2%	-14%	-25%
Cc1ccc(-n2nc(C(=O)N3CCN(c4cccc(C(F)(F)F)c4)CC3)c(=O)n(C)c2=O)cc1	?	-1%	-4%	30%[activator]	-2%	34%[activator]	-28%
O=c1oc2ccc(Cl)cc2cc1-c1nc(-c2cccs2)no1	2%	0%	4%	13%	0%	3%	-7%
Cc1cccc(NC(=O)COc2cccc3c(=O)n(C)ccc23)c1C	0%	-4%	-4%	26%	-1%	-7%	-4%
Cc1ccc(C)c(N2CCN(S(=O)(=O)c3c(C)nc4sccn4c3=O)CC2)c1	15%	1%	-2%	1%	0%	3%	2%
Cc1ccc(NC(=O)CSc2nc(-c3ccco3)cc(C(F)(F)F)n2)cc1	0%	1%	0%	-9%	1%	5%	-12%
CCc1ccccc1NC(=O)Cn1c(=O)n(-c2ccc(C)cc2)c(=O)c2cc(OC)c(OC)cc21	?	1%	3%	5%	4%	4%	-31%
CCOC(=O)c1ccc(NC(=O)CCS(=O)(=O)c2ccc3c(c2)oc(=O)n3C)cc1	-6%	0%	4%	?	1%	-2%	12%
CCOc1ccc(CN2C(=O)c3ccccc3C2C(=O)NCCc2ccc(OC)c(OC)c2)cc1 (configuration not stated)	10%	3%	-2%	-14%	1%	5%	-3%
CC(NC(=O)CSc1n[nH]c(-c2ccccc2Cl)n1)c1nc2ccccc2[nH]1 (configuration not stated)	-6%	1%	-1%	-9%	-1%	4%	-6%
COc1ccc(C(=O)Nc2ccc(-c3nnc4n3CCCCC4)cc2)cc1OC	13%	0%	-3%	-8%	-5%	-1%	-10%
CC(C)(C)c1ccc(C2Sc3ccccc3NC3=C2C(=O)c2ccccc23)cc1 (configuration not stated)	nt	-1%	-1%	47%[activator]	1%	26%	nt
CCn1c2ccccc2c2nnc(SCC(=O)O)nc21	-13%	0%	0%	-5%	0%	-3%	-3%
CCS(=O)(=O)c1nc(S(=O)(=O)c2ccc(C)cc2)c(NC(C)c2ccccc2)s1 (configuration not stated)	4%	-3%	1%	22%	2%	4%	-12%
COc1cccc(NC(=O)CC2Nc3cc(C)c(C)cc3NC2=O)c1 (configuration not stated)	29%	1%	-3%	3%	0%	-4%	1%
COc1cc(C2CC(=O)c3c([nH]c(C(=O)OCc4ccc(C)cc4)c3C)C2)cc(OC)c1OC (configuration not stated)	?	1%	1%	?	-8%	9%	-21%
Cc1ccc(Cl)cc1N1CCN(C(=O)C2CCN(S(=O)(=O)c3c(C)noc3/C=C/c3ccccc3F)CC2)CC1	8%	-1%	0%	-12%	-2%	-2%	-5%
Cc1cccn2c(=O)c(C(=O)N3CCN(c4ccccc4)CC3)cnc12	-9%	-3%	-3%	-4%	2%	2%	-9%
COc1ccc(C(=O)c2oc3ccccc3c2NC(=O)COc2cccc(C)c2C)cc1	2%	-1%	-6%	5%	0%	-1%	-12%
Cc1csc2nc(COC(=O)c3ccc(NC(=O)C(C)C)cc3)cc(=O)n12	8%	0%	-4%	-10%	-1%	-8%	-7%
COc1ccc(-c2nc3c4ccccc4n(CC(=O)N4CCN(c5ccc(F)cc5)CC4)c(=O)n3n2)cc1	89µM*	-3%	3%	-14%	7%	-9%	-12%
COc1ccc(Cl)cc1NS(=O)(=O)c1ccc2[nH]c3c(c2c1)CCCC3	-6%	0%	-4%	?	5%	26%	?
COC(=O)c1ccc(CSc2nc3ccncc3n2Cc2ccc(F)cc2)cc1	-12%	1%	-1%	-14%	7%	-14%	-3%
Cc1ccc(C)c(-n2cc(-c3ccccc3)nc2SCC(=O)Nc2ccccc2)c1	-26%	-2%	0%	?	1%	8%	-25%

Next part.
canonical_smiles	NTMT1 inh	B2AR arrestin ag	PTAP-TSG101 blk	p53null 39C kill	GALK inhibitor	p53null 32C kill	FH mod
CCOc1ccc(NC(=O)CCNS(=O)(=O)c2cccs2)cc1	5%	1%	-1%	-3%	4%	-6%	0%
CCCN(CCC)C(=O)Cn1c(=O)n(-c2ccc(C)cc2)c(=O)c2ccc(C(=O)NCc3ccccc3Cl)cc21	-22%	1%	-1%	-10%	-2%	16%	-18%
CC(=O)N1CCc2cc(CNS(=O)(=O)c3ccc(F)cc3)ccc21	?	0%	-13%	-1%	-1%	-8%	-1%
Cc1ccc(S(=O)(=O)c2cn(Cc3ccccc3Cl)c3ccc(F)cc3c2=O)cc1	6%	1%	2%	-9%	8%	-6%	11%
CCCn1c(=O)c2sccc2n2c(CCCC(=O)N3CCN(c4ccccc4)CC3)nnc12	-1%	1%	-7%	4%	4%	-3%	-5%
Cc1ccccc1C(=O)Nc1ccc(C(=O)OCc2cc(=O)n3c4c(sc3n2)CCCC4)cc1	-4%	-1%	-1%	-15%	4%	-2%	?
Cc1ccc(C(=O)Nc2cccc(OCc3cc(=O)n4c5c(sc4n3)CCCC5)c2)cc1	15%	-2%	-8%	-7%	7%	-4%	-4%
O=C(Nc1ccc(Br)cc1)C1CCN(c2cnccn2)CC1	-4%	0%	2%	-18%	0%	0%	-13%
CCc1ccc(NC(=O)C(CC)n2nnc(C(=O)OC)c2C(=O)OC)cc1 (configuration not stated)	13%	0%	0%	7%	?	-5%	-2%
O=C(NCCc1ccccc1)C(=O)NCC(c1cccs1)S(=O)(=O)c1cccs1 (configuration not stated)	19%	-3%	2%	30%[activator]	0%	1%	0%
Cc1ccc(NC(=O)C2CCN(S(=O)(=O)c3ccc4c(c3)CCCC(=O)N4)CC2)c(Cl)c1	-19%	-1%	-5%	12%	1%	-3%	-3%
Cc1cc(Br)ccc1NC(=O)c1cc2c(s1)-c1ccccc1SC2	?	-3%	-3%	10%	1%	20%	-21%
CCc1nnc2c3ccccc3nc(N3CCN(c4ccc(C)cc4C)CC3)n12	-10%	-1%	-1%	-5%	-6%	-10%	-17%

Only part of the results is shown; the hit share may differ from the screen's.
